Source: PubChem
hcGAS lum = inhibitors of human cGAS | hit rate 0.081% among 290,000 | recombinant h-cGAS, ATP depletion, Kinase-Glo luminescence | Q8N884 | inhibition, % at 12.5 µM;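 further: 0% = vehicle reaction and 100% = reaction without DNA for no activity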
Target sequence (Q8N884 whole entry, looked up): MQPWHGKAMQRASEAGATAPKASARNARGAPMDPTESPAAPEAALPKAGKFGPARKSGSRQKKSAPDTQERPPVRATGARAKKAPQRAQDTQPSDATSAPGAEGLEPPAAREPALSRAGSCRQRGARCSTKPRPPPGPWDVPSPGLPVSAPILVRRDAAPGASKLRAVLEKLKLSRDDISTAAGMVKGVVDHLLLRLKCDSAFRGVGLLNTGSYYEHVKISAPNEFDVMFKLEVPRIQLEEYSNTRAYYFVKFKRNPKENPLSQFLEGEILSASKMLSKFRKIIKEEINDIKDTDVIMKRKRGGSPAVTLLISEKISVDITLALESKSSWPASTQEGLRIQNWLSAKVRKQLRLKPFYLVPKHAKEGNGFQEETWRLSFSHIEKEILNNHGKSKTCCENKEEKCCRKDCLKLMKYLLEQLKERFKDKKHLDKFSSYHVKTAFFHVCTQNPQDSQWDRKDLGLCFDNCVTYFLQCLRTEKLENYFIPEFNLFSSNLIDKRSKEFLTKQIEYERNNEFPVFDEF
NPYLR7 agonist = mosquito NPYLR7 agonism | HEK293T NPYLR7/Galpha15, GCaMP6s calcium fluorescence | activation, % at 10 µM | hit rate 0.15% among 270,000; in the data active means activation above about 40%;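 further: 0% = vehicle and 100% = reference agonist at the receptor; some compounds past the cut are filed as inactive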
mcGAS lum = mouse cGAS inhibition by luminescence; Q8C6L5; recombinant cGAS, Kinase-Glo ATP depletion luminescence; inhibition, % at 12.5 µM; hit rate 0.15% among 160,000;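 further: 0% = negative control wells and 100% = reference inhibitor with no enzyme activity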
Starred values were filed as active, the others as inactive; x = no result given; & = joins results of further samples. Unless noted, no stated cut-off is given here; in the data, active means inhibition above about 40%; inactive means the rest.

compound	NPYLR7 agonist	mcGAS lum	hcGAS lum
NC(=O)CSc1nnc2ccc(-c3cccc([N+](=O)[O-])c3)nn12	-10.6	-7.4	-5.2
CC1(O)CCOC2(CCN(C(=O)c3cc(C4CC4)[nH]n3)CC2)C1 (centres undefined)	x	-6.1	-12.5
O=C(CN1CCOCC1)N1CCN(c2ccc([N+](=O)[O-])cc2)CC1	-4.5	-5.5	-5.3
CCn1c(=NC(=O)c2ccn(C)n2)sc2cc(OC)c(OC)cc21	1.0	-7.6	-2.3
COc1cc(-c2nc(CN(C)Cc3nonc3C)c(C)o2)ccc1F	-10.3	-2.4	-1.9
O=C(CC1CCCCC1)NCc1cc(-c2cc3ccccc3o2)on1	-1.0	-5.4	-6.3
COc1ccc(-c2ccc(C(=O)N3CCC3c3cccc(OC)c3)o2)cc1 (centres undefined)	-3.5	-7.4	-6.0
Cc1cccc(CSc2nnc(CNC(=O)Nc3ccc(F)cc3F)n2-c2cc(Cl)ccc2Cl)c1	-0.2	-5.5	-7.4
CCN(CC)CCN(C)C1CCCCCCC1	-10.2	-7.7	-3.5
CC(C)N(CC(=O)N(CCc1c[nH]c2ccccc12)Cc1ccc(C(C)(C)C)cc1)C(=O)C1CC1	x	-5.5	-4.4
Cc1nn2c3ccccc3n(CCN3CCCCC3)c2nc1=O	14.8	x	-8.0
Cc1ccc(-c2c(C)oc(C)c2C(=O)NCc2ccccc2F)cc1	-17.3	-3.5	-2.4
O=c1[nH]c(=O)n(-c2ccc3nnc(-c4ccccc4)n3n2)cc1Cl	-4.4	x	-0.3
CCC(Oc1cc(Cl)ccc1Cl)C(=O)NNC(=O)/C=C/C(=O)O (centres undefined)	1.1	x	8.0
O=C(CC1COCCN1)NCCn1nc(-c2ccccc2)ccc1=O (centres undefined)	-4.4	x	-2.1
CSc1nnc(C)c(=O)n1COC(=O)c1cccc(Cl)c1	-0.7	-7.7	-9.7
O=C(CN1C(=O)S/C(=C\c2ccc(F)cc2)C1=O)NNS(=O)(=O)c1ccccc1	5.9	-0.6	0.8
Oc1ccc(CCN=Cc2ccccc2)cc1	16.9	x	-7.6
CCCCC(O)C1CCN(Cc2cn(C)nc2C)CC1 (centres undefined)	x	-7.6	-13.8
C=CCNc1nnc(SCC(=O)NCCc2ccc3c(c2)OCCO3)s1	-9.1	x	-3.4
Cc1ccc(Oc2ncccc2CNC(=O)C(C)c2ccccc2)cn1 (centres undefined)	-1.2	x	-6.8
CC1(C(=O)Nc2ccccc2Cc2ccccc2)CCN1Cc1cccc2c1OCO2 (centres undefined)	5.1	x	-8.6
CCn1nc(C)c(CNc2ncccc2C(=O)N2CCCCC2)c1C	2.3	-6.2	-10.9
CCCc1cnc2c(c1SCc1ccccc1Cl)c(=O)n(C)c(=O)n2C	11.5	-4.8	-1.7
CCOc1ccc(C(C)NCc2cc(C#N)n(C)c2C)cc1 (centres undefined)	10.3	x	-4.5
CC(=O)Nc1ccc(S(=O)(=O)NCCc2csc3nc(-c4ccc(C)cc4)nn23)cc1	-10.4	-7.1	-4.5
O=C(c1ccc2nc[nH]c2c1)N1CCc2nc(NCc3cccc(Oc4ccccc4)c3)ncc2C1	3.2	-1.9	-4.5
COc1ccc(S(=O)(=O)N2CCC(C)Sc3ccccc32)cc1C (centres undefined)	14.4	x	9.0
Cc1ccc(C(C2Sc3ncnn3C2=O)N2CCC(C(N)=O)CC2)cc1 (centres undefined)	5.6	0.4	6.1
O=S(=O)(Nc1cnc2ccccc2c1)N1CCCCC1	13.1	x	-6.4
O=C(CCC1NC(=O)c2ccccc2NC1=O)Nc1nc2ccccc2[nH]1 (centres undefined)	14.0	x	2.0
C=CCN(CC(=O)N1CCc2sccc2C1c1ccc(OC)cc1)S(=O)(=O)c1ccc(F)cc1 (centres undefined)	-0.9	-6.8	-14.8
CCCN(CCC)C(=O)CC12CC3CC(C1)CC(CC(=O)N(CCC)CCC)(C3)C2	17.2	-6.8	-5.0
COc1ccc(-c2cc(C(F)(F)F)n3nc(C(=O)N4CCN(C(=O)c5ccco5)CC4)cc3n2)cc1	-5.4	-4.9	-0.2
CCc1ccc(CN(C)Cc2ncccc2C(=O)O)nc1	-0.1	x	7.2
CC(C)N(Cc1cc2ccccc2o1)CC1CCC(=O)N1 (centres undefined)	6.1	x	-4.3
Cc1n[nH]c(C)c1CCCNC(C)C(=O)NC1CCCC1 (centres undefined)	6.4	x	-1.1
Cn1c(=O)n(C)c2cc(S(=O)(=O)N3CCCCCC3)c(Br)cc21	-6.9	x	0.1
CCOC(=O)C(c1ccc(OC)c(OC)c1)C1C=CC(NC(=O)c2sc3ccccc3c2Cl)C1 (centres undefined)	0.7	-6.0	-5.6
O=C(C(c1ccccc1)c1ccccc1)N1CCc2ccccc21	3.7	x	-3.0
COCCN1CC(C(=O)NCc2nc(C)c3c(n2)CCCC3)CCC1=O (centres undefined)	4.7	x	-5.8
COc1ccc(CC(=O)N2CCC3(CC2)NC(=O)c2c(C)cccc2N3)cc1	1.7	-5.5	-8.6
COc1cc2c(cc1OC)S(=O)(=O)OC(c1ccccc1)=C2	4.0	x	-3.9
CC(=O)Nc1ccc(NC(=O)c2ccc3nc(-c4ccccc4)[nH]c3c2)cc1	-1.2	-3.8	-3.0
COc1ccc(OC)c(C2CC(c3ccc(F)cc3)=NN2C(=O)CN2CCCCC2C)c1 (centres undefined)	-4.0	x	1.0
COc1ccc2cc(C3CN(c4ncnc5[nH]ccc45)CCO3)ccc2c1 (centres undefined)	7.3	-14.7	-9.2
Cc1ccc(-c2ccnc(N3CCC(N4CCC(O)CC4)CC3)n2)c(C)n1	9.5	x	-3.9
Cc1ccc(CN2CCN(C(=O)C3CCCN(CC(N)=O)C3)CC2=O)cc1 (centres undefined)	1.8	x	-6.8
CC1(C)CC(=O)C2=C(C1)OC(=N)C(C#N)C2c1ccc([N+](=O)[O-])cc1 (centres undefined)	-1.8	0.1	2.5
Cc1ccccc1CN1CCN(c2ncc(C(=O)NC(C)C)s2)C1=O	-1.1	x	-6.7
O=C(Nc1ccccc1)N1CCC2(CC1)SCCN2C(=O)c1ccc(C(F)(F)F)cc1	22.6	-5.0	-4.2
C#CCOCC(O)CN(CCC(C)C)Cc1cccc(C)c1 (centres undefined)	7.6	-2.9	1.7
O=C(CN1C(=O)c2ccccc2S1(=O)=O)NC1CC2CCC1C2 (centres undefined)	10.3	x	-1.1
O=C(c1ccco1)N1CCC(Cc2ccc(C(F)(F)F)cc2)CC1	14.1	-5.1	-0.2
CCn1c(CN2CCCC2c2nc(-c3ccncc3)no2)nc2ccccc21 (centres undefined)	x	-6.8	-0.2
COc1cc(/C=C2\SC(N)=NC2=O)cc(OC)c1O	12.2	-3.5	-0.2
COc1c2ccoc2nc2c(OC)c(OCC(O)C(C)(C)O)ccc12 (centres undefined)	-13.1&-2.9	0.0	2.3&-7.6
COc1ccc(-c2nc(CN3CCN4C(=O)CNC(=O)C4C3)c(C)o2)c(F)c1 (centres undefined)	-0.8	x	-3.6
O=CNC1C(=O)NC(=O)NC1=NCc1ccccc1 (centres undefined)	3.3	x	0.9
CCC(C)NC(=O)Cn1nc(C(F)(F)F)c(Cl)c1C (centres undefined)	-19.4	-5.4	-3.5

(more compounds)
compound	NPYLR7 agonist	mcGAS lum	hcGAS lum
CCC(O)CN(Cc1ccc(OC)cc1)Cc1cccc(C)c1 (centres undefined)	-0.5	-2.8	1.6
Cc1ccc(CC2SC(=Nc3ccccn3)NC2=O)cc1 (centres undefined)	-2.8	-0.2	1.4
Cc1noc(C)c1CO[C@@H]1COCC[C@H]1NC(=O)N1CCN(C)CC1	x	-2.4	4.3
COc1cc(=O)n(C)c(SC)n1	10.5	x	-0.8
COc1ccccc1/C=C/C1=NC(=C\c2ccc(OC)c(OC)c2)/C(=O)O1	-3.2	x	-6.2
C(=NN1CCN(C(c2ccccc2)c2ccccc2)CC1)c1cccnc1	1.2	x	-11.3
CC1CCc2c(sc3nc(CN4CC(C)OC(C)C4)[nH]c(=O)c23)C1 (centres undefined)	-5.1	x	-8.1
COc1cc(-c2cc(C(=O)O)c3[nH]c(-c4ccccc4)nc3n2)cc(OC)c1OC	-2.2	-0.4	1.4
COCC(C)NCCC1CCN(C2CCCC2)CC1 (centres undefined)	6.7	x	-5.5
COc1ccccc1N1CCN(c2ccc(NC(=O)c3ccc(-c4ccccc4)cc3)cc2C(=O)NCCN2CCOCC2)CC1	15.8	-4.7	-3.5
CS(=O)(=O)c1ccc(-c2cc(NCc3ccccn3)nc3[nH]ccc23)cc1	4.0	x	-5.5
COc1ccc(CCOc2nc(-c3ccccc3F)n(-c3cccc(NCC(O)COCC(C)C)c3)n2)cc1 (centres undefined)	-0.9	-5.0	-1.2
Cc1ccc(CN2CCC2(C)C(=O)Nc2cccc(NS(C)(=O)=O)c2)cc1 (centres undefined)	7.9	x	-2.9
O=S(=O)(NC(C1CC1)C1CC1)c1cccc(Br)c1	8.0	x	-12.1
COC(=O)CCCC(=O)Nc1cccc(-c2cccc(-c3ccc4c(c3)NC(=O)CO4)n2)c1	20.3	-6.6	-7.9
CC(c1ccc(-c2cnc3ccccc3n2)cc1)N(C)C (centres undefined)	-0.2	-1.6	-5.4
COC(C)(C)C(=O)N1CCN(c2nncc3ccccc23)CC1	-1.8	-13.8	-9.1
CC(C)CCNC(=O)CCN(Cc1ccco1)c1nc(Cc2ccc(F)cc2)ns1	10.5	-4.9	-6.9
CC(C)N1CCC(C)(C(=O)Nc2ccc(Cl)c(Cl)c2)C1 (centres undefined)	2.5	x	-6.7
COc1ccc(CN2CCC(NC(=O)CCOc3ccc(C)cc3C)C2=O)cc1 (centres undefined)	-2.5	-14.2	-6.0
O=C1NCC(C(=O)NCc2cccc(COCc3ccccc3)c2)N1 (centres undefined)	7.2	x	-6.2
COc1ccc(Br)cc1S(=O)(=O)N1CCN(Cc2cc(=O)c(OCc3ccc(SC)cc3)co2)CC1	21.9	-7.3	-9.9
CN(C(=O)c1ccc(NCc2ccccc2)cc1)C1CCOCC1	-4.8	x	-9.2
CC1(C)C[C@H]2C[C@@H](O)[C@H](N3CCN(c4ccccc4F)CC3)[C@]2(O)CO1	-0.5	-1.2	-0.5
CC1(C)O[C@@H]2[C@H](O1)[C@@H](C(=O)NC1CC1)O[C@H]2n1cnc2c(N3CCc4ccccc43)ncnc21	-7.3	2.0	18.1
CCOC(=O)c1cc(C(C)CC(C)(C)C)sc1NC(=O)C(c1ccccc1)c1ccccc1 (centres undefined)	4.3	1.3	2.8
COc1cccc(N2CC(C(=O)Nc3cc(C)nn3-c3nc(C)c(C)c(=O)[nH]3)CC2=O)c1 (centres undefined)	5.8	-6.7	-13.7
O=C(NCc1cccc(C(F)(F)F)c1)c1cc2n(n1)CCN(Cc1cccc(F)c1)C2=O	11.3	-6.3	-2.0
O=C(c1cccc(CSc2nc(-c3ccccc3)cc(N3CCN(Cc4ccc5c(c4)OCO5)CC3)n2)c1)N1CCCC1	2.4	-4.9	-1.8
CN(CCc1ccccn1)C(=O)CCC1CCCN(C(=O)C2=CC(=O)CC(C)(C)O2)C1 (centres undefined)	15.0	x	-6.8
CC(Sc1nnnn1C1CCCC1)C(=O)N1CCNC1=O (centres undefined)	3.3	x	-4.1
Cc1ccc(CCCC(=O)N2CCC(=O)Nc3cccnc32)s1	5.7	-6.6	-10.1
CCc1nc(C)sc1C(=O)NCC1COCCN(C)C1 (centres undefined)	x	-5.0	-6.4
C=CCC(NC(C)=O)C(=O)N1CCc2c(cnn2-c2ccc(C(C)(C)C)cc2)C1 (centres undefined)	-0.6	x	-8.6
COCCCNC(=O)c1cc(-c2ccccc2Cl)nc2cc(-c3ccccc3)nn12	8.8	-3.5	0.6
O=C(NC12CC3CC(CC(C3)C1)C2)NC12CC3CC(CC(C3)C1)C2	-2.6	x	-5.0
CC(C)(C)c1cc(NC(=O)c2cccc(C(F)(F)F)c2)n(-c2ccc(C#N)cc2)n1	19.7	-6.8	-0.9
CC(C)CCCC1CN(C(=O)CCC(=O)N(C)C)CCO1 (centres undefined)	2.7	x	-8.9
CC(=O)N1N=C(c2ccccc2NS(C)(=O)=O)CC1c1cccs1 (centres undefined)	0.6	-4.3	-2.6
CCCCCn1c(SCCc2ccccc2)nc2c1c(=O)[nH]c(=O)n2C	2.2	-9.4	-5.6
CC(C)C(=O)Nc1ccnn1Cc1ccc(Cl)cc1	-3.3	x	3.0
Cc1cccc(-n2nc(CC(C)C)c(C(=O)N3CCOCC3)c2C)c1	25.2	-4.9	-9.9
COc1ccc(S(=O)(=O)N(C)CCc2ccccc2)cc1N1CCN(C(=O)C(F)(F)C(F)F)CC1	-7.7	3.2	3.5
CCC(NC(=O)CCN=C1NS(=O)(=O)c2ccccc21)c1ccc(C)cc1 (centres undefined)	3.3	x	-5.6

Given with each value named: three of the compounds above
CC(C)(C)c1cc(NC(=O)c2cccc(C(F)(F)F)c2)n(-c2ccc(C#N)cc2)n1
  NPYLR7 agonist = 19.7; mcGAS lum = -6.8; hcGAS lum = -0.9
CC(C)CCCC1CN(C(=O)CCC(=O)N(C)C)CCO1 (centres undefined)
  NPYLR7 agonist = 2.7; mcGAS lum = x; hcGAS lum = -8.9
CC(=O)N1N=C(c2ccccc2NS(C)(=O)=O)CC1c1cccs1 (centres undefined)
  NPYLR7 agonist = 0.6; mcGAS lum = -4.3; hcGAS lum = -2.6

Hits appear at their usual frequency. About 0.27% of those tested had a hit in this group.
